tim10-1 inh: growth inhibitors of tim10-1 mutant yeast, primary screen, luminescence, uHTS; S. cerevisiae tim10-1 ts strain growth, BacTiter-Glo, 24 h; hit rate 2.2% among 330,000; inhibition, % at 20 µM; AID 463190, 2010;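 active = inhibition of at least 40%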;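 also: mutant grown at 25 °C; 0% = DMSO wells with yeast and 100% = wells holding no yeast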
Mdm2 MdmX PPI: inhibitors of human Mdm2-MdmX association, primary screen, cell-based, luminescence, split luciferase, SaOS-2, uHTS | SaOS-2 split-luciferase Mdm2/MdmX complementation | inhibition, % at 8 µM | hit rate 3% among 330,000;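 active = inhibition of at least 50% at 8 µM in the primary screen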
XBP1 UPR activ: activators of adaptive XBP1 UPR arm, primary screen, cell-based, CHO-XBP1 luciferase reporter, luminescence, uHTS | IRE1-XBP1 UPR activation; percent of tunicamycin response, DMSO as zero | activation, % at 20 µM | hit rate 0.33% among 330,000;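 active = versus positive control, 20 µM dose yields 30% or more activation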;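 also: 100% = tunicamycin at 10 µg/mL and 0% = DMSO only wells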
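Material: CHO-XBP1 cells stably carrying IRE1-XBP1-driven luciferase reporter / Amount: 1000 cells per well / Compound: 20 µM, 1% DMSO / Times: 6 h treatment, 37 °C / Detection: luciferase luminescence / Measure: % activation of reporter signal versus tunicamycin and DMSO controls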
tim23-1 inh: growth inhibitors of tim23-1 mutant yeast, primary screen, luminescence, uHTS; S. cerevisiae tim23-1 growth, BacTiter-Glo luminescence, 24 h; inhibition, % at 20 µM; hit rate 1.3% among 330,000; AID 463212, 2010;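 active = growth inhibition of the mutant yeast at or above 50%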;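 also: temperature-sensitive mutant grown at 25 °C; plate controls were DMSO-treated mutant yeast for no effect and medium wells lacking yeast for full effect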
APJ ag: agonists of human apelin receptor APJ, primary screen, CHO-K1 cells, PathHunter beta-arrestin, luminescence; P35414; 0% DMSO wells, 100% apelin; activation, % at 20 µM; hit rate 0.11% among 330,000;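 active = activation more than six SD over the plate average, tested at 20 µM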;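 also: 0% = DMSO alone and 100% = apelin-13 at 10 nM; some results filed as inactive read as strong as hits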
Target sequence (P35414 whole entry, looked up): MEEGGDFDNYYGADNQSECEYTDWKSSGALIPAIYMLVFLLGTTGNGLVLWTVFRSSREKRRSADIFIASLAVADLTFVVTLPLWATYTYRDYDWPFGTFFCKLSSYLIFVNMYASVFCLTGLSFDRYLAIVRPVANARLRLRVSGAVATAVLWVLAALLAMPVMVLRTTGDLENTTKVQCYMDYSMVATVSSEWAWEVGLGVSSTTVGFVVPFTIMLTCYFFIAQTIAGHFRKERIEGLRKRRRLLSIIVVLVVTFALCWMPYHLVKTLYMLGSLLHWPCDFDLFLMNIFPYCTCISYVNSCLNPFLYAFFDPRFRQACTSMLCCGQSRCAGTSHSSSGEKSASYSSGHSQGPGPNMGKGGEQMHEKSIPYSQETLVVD
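assay system = CHO-K1 APJ beta-arrestin complementation cell line | input = cell density 1000 per well | dosing = compound 20 µM once, DMSO 1% | timing = compound 90 min 25 °C, reagent 1 h | measured by = luminescence from split beta-galactosidase complementation, Galacton Star/Emerald II substrate | read-out basis = APJ agonist activity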
TIM10 inh: growth inhibitors of isogenic TIM10 control yeast, primary screen, counter-screen for tim10-1 yeast inhibitor project, luminescence, uHTS; hit rate 1.4% among 330,000; S. cerevisiae TIM10 strain growth, BacTiter-Glo luminescence, 24 h; inhibition, % at 10 µM; AID 463195, 2010;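 active = inhibition of 40% or more at the single tested concentration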;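 also: wild-type TIM10 isogenic control strain grown at permissive 25 °C; 0% = DMSO yeast wells and 100% = minimal medium wells without yeast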
APJ antagonist: antagonists of human apelin receptor APJ, primary screen, CHO-K1 cells, beta-arrestin complementation, luminescence; hit rate 0.32% among 330,000; P35414; inhibition, % at 20 µM;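 active = inhibition above about 40% at 20 µM, limit read from the data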;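 also: cells challenged with 10 nM apelin-13 agonist together with compound; plate controls were apelin-13 plus DMSO wells for no effect and DMSO wells lacking apelin-13 for full effect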
CXCR6 block: CXCR6 receptor inhibitors, primary screen, cell-based, beta-arrestin, luminescence, CHO-K1 PathHunter, 1536-well | C-X-C chemokine receptor type 6 (Homo sapiens), O00574 | inhibition, % at 20 µM | hit rate 0.36% among 360,000 | AID 602244, 2012; in the data active = inhibition above about 34%, passing the limit was not always enough;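 also: antagonist mode with CXCL16 agonist at 10 nM final; 0% = 10 nM CXCL16 with DMSO and 100% = unstimulated wells without agonist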
Target sequence (O00574 whole entry, looked up): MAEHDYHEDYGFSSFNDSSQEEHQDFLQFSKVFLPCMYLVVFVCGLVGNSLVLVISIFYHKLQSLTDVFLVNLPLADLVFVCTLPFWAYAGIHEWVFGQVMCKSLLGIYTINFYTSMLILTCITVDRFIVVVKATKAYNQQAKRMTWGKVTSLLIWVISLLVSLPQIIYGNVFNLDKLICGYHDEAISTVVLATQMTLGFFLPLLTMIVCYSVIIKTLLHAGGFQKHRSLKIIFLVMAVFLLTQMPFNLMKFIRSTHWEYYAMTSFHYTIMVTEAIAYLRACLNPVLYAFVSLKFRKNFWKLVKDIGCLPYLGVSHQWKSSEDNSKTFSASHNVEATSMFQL
UPR CHOP act: activators of apoptotic CHOP UPR arm, primary screen, cell-based, CHO-CHOP luciferase reporter, luminescence, uHTS. hit rate 0.34% among 330,000. UPR activation; percent of tunicamycin response over DMSO baseline. activation, % at 10 µM;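 active = at 10 µM dose, activation of 40% or more, normalized to positive control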;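 also: 100% = tunicamycin at 10 µg/mL and 0% = DMSO alone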
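measured by = luciferase luminescence | assay system = CHO-CHOP cells, stable luciferase reporter of PERK-eIF2a-CHOP signalling | amount = 500 reporter cells seeded per well | timing = 6 h compound exposure at 37 °C after overnight seeding | controls = positive tunicamycin 10 µg/mL, negative DMSO alone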
An asterisk follows results filed as active. The list is partial; rates above refer to the full screens.

SMILES	tim10-1 inh	Mdm2 MdmX PPI	XBP1 UPR activ	tim23-1 inh	APJ ag	TIM10 inh	APJ antagonist	CXCR6 block	UPR CHOP act
Cc1cc(N2CCCCC2)n2nc(C)c(-c3ccccc3)c2n1	43*	-6	3	50*	-7	20	3	0	5.5
COc1cc(CC(NC(C)=O)C(=O)NC2CCN(c3c(Cc4ccccc4)c(C)nc4ncnn34)CC2)cc(OC)c1 (stereo unspecified)	-3	-25	-2	8	-3	3	5	14	-0.5
Cc1nc2cc(C(F)(F)F)ccc2n1C1CCN(CC(=O)NC(C)(C)C)CC1	11	-12	-4	2	1	3	-7	4	-2.1
O=C(NC(=S)NCc1ccccc1)c1ccccc1F	40*	-13	4	51*	0	22	3	6	4.4
CC[C@@H]1[C@H]2CCCC(=O)N3CC[C@@H](C[C@H]1O)[C@@H]23	4	-14	-4	-7	-5	-4	-21	0	-1.1
CC(C)NC(=S)N1CCN(S(C)(=O)=O)CC1	9	12	1	8	-1	-6	15	3	0.8
COc1ccc(CN2C(=O)C(C)S/C2=N/N=C/c2ccco2)cc1 (stereo unspecified)	19	-28	2	19	-2	28	17	7	6.8
CCCn1c(C)cc(C(=O)COC(=O)c2cc(S(=O)(=O)NCC(C)C)c(Cl)cc2Cl)c1C	15	-24	-2	14	0	6	-6	16	1.9
Cc1cccc(OCCCC(=O)N2CCCCCC2)c1C	18	9	-3	29	-1	4	8	2	2.8
COc1ccc(C(C)=O)cc1COC(=O)c1ccc(C)c(S(=O)(=O)N2CCOCC2)c1	5	13	1	20	-3	13	-4	6	-0.5
COc1ccccc1NC(=S)N(Cc1ccccc1)Cc1cccnc1	22	-5	0	29	-1	0	-41	8	-0.1
CCOC(=O)C1=C(C)NC(=O)NC1/C(C)=C/c1ccccc1 (stereo unspecified)	6	19	-1	8	0	13	3	5	-1.6
CN(CC(=O)Nc1c(Cl)cccc1Cl)C(=O)c1cc(-c2cccs2)nn1-c1ccccc1	-2	11	-3	35	-3	-19	11	4	1.7
COc1cc(NC(=O)Cc2cccs2)cc(OC)c1	13	11	0	15	-3	9	17	-4	0.1
CCCCOc1ccc(C(=O)NC(=S)Nc2ccc(CN3CCOCC3)cc2)cc1	-36	30	2	-14	-3	-24	3	0	-1.8
Cc1ccc(N(CC(=O)Nc2cc(C)ccc2C)S(C)(=O)=O)cc1	-6	3	-2	5	-2	-1	17	7	-0.3
COc1cc(Cl)ccc1NC(=S)N(CCN1CCOCC1)C1CCN(C(C)=O)CC1	8	6	-2	21	1	-2	-13	1	2.5
O=C(COC(=O)CNC(=O)c1ccccc1F)NCCC1=CCCCC1	16	9	-2	0	-3	-3	1	-5	0.5
CCn1c(N2CCC(C)CC2)nc2c1c(=O)n(C)c(=O)n2C	1	3	-2	6	0	1	-2	3	-2.4
CCOC(=O)c1cnc(SCC(=O)N2CCN(c3ccccc3)CC2)nc1N	18	14	0	29	-3	-4	7	-4	1.3

6 entries from above, set out differently:
Under each structure – tim10-1 inh | Mdm2 MdmX PPI | XBP1 UPR activ | tim23-1 inh | APJ ag | TIM10 inh | APJ antagonist | CXCR6 block | UPR CHOP act
> CC[C@@H]1[C@H]2CCCC(=O)N3CC[C@@H](C[C@H]1O)[C@@H]23
    4 | -14 | -4 | -7 | -5 | -4 | -21 | 0 | -1.1
> CC(C)NC(=S)N1CCN(S(C)(=O)=O)CC1
    9 | 12 | 1 | 8 | -1 | -6 | 15 | 3 | 0.8
> COc1ccc(CN2C(=O)C(C)S/C2=N/N=C/c2ccco2)cc1 (stereo unspecified)
    19 | -28 | 2 | 19 | -2 | 28 | 17 | 7 | 6.8
> CCCn1c(C)cc(C(=O)COC(=O)c2cc(S(=O)(=O)NCC(C)C)c(Cl)cc2Cl)c1C
    15 | -24 | -2 | 14 | 0 | 6 | -6 | 16 | 1.9
> Cc1cccc(OCCCC(=O)N2CCCCCC2)c1C
    18 | 9 | -3 | 29 | -1 | 4 | 8 | 2 | 2.8
> COc1ccc(C(C)=O)cc1COC(=O)c1ccc(C)c(S(=O)(=O)N2CCOCC2)c1
    5 | 13 | 1 | 20 | -3 | 13 | -4 | 6 | -0.5

Next section.
SMILES	tim10-1 inh	Mdm2 MdmX PPI	XBP1 UPR activ	tim23-1 inh	APJ ag	TIM10 inh	APJ antagonist	CXCR6 block	UPR CHOP act
Cc1cccc(N(C(=O)Cc2cccs2)C(C(=O)NC2CCCC2)c2ccncc2)c1 (stereo unspecified)	14	21	-5	19	1	-1	-3	4	-0.6
CCCCC[C@@H]1C=C(C(=O)O)[C@H](c2ccc(C#N)cc2)N1S(=O)(=O)c1ccc(C)cc1	1	9	0	3	-4	10	12	2	2.5
CCOC(=O)C1CCCN(C(=O)c2ccccc2NC(=O)C2=C(C)OCCS2)C1 (stereo unspecified)	8	12	-1	16	-1	20	27	5	0.0
CC(C)=C(NC(=O)c1ccccc1)C(=O)NCCc1nc2ccccc2[nH]1	11	15	-2	5	-4	2	6	-6	1.8
O=C(CCCNC(=O)c1ccc(Cl)cc1)Nc1cccc(S(=O)(=O)N2CCCCC2)c1	12	16	-2	2	-2	0	3	3	-3.2
Cc1cc(C)n2c(SCC(=O)Nc3ccccc3)nnc2n1	12	-21	2	14	-2	3	-3	-1	0.0
CC(=O)NC(CC(=O)OC(C)C(=O)Nc1ccc(Cl)cn1)c1ccccc1 (stereo unspecified)	15	18	-4	1	-1	3	23	1	1.7
O=C(CSCc1ccccc1)NCc1ccc2c(c1)OCO2	19	13	0	7	1	22	11	2	2.1
CSCC(C)N1CCC(n2nccc2NC(=O)c2ccc3c(c2)OCO3)CC1 (stereo unspecified)	18	-3	-4	8	-1	5	5	6	5.6
CCOc1ccc(C2C(C(=O)c3ccc(C)o3)=C(O)C(=O)N2c2nc(C)c(C(=O)OC)s2)cc1 (stereo unspecified)	13	1	7	17	-2	9	14	12	3.7
C=CCN(C(=O)c1csnn1)C(C(=O)NC1CCCC1)c1ccc(F)cc1 (stereo unspecified)	-9	28	-4	13	-1	14	8	-1	4.1
CC(=O)N1c2ccc(S(=O)(=O)N3CCCC(C(=O)Nc4cc(C)cc(C)c4)C3)cc2CC1C (stereo unspecified)	26	26	2	28	0	25	-87	-1	0.3
O=C(NCCN1CCOCC1)c1c(Cl)cccc1Cl	-10	-16	0	0	1	2	-1	1	-0.1
O=C(Nc1cccc(S(=O)(=O)N2CCCC2)c1)c1ccco1	14	24	0	23	-4	3	-1	0	-0.5
CSc1ccc(C2C3(C#N)C(N)=NC4(OCCO4)C23C#N)cc1 (stereo unspecified)	-16	-9	0	5	-1	2	7	0	-2.5
O=C(COC(=O)C1CC1)Nc1ccccc1Sc1ccccc1	1	2	-3	-6	-3	7	16	2	0.2
C[C@H](NC(=O)c1nc[nH]c1C(=O)N[C@@H](Cc1ccccc1)C(=O)OCc1ccccc1)C(=O)OC(C)(C)C	11	7	-2	30	-2	10	-6	3	-0.3
CN1CCC(N(C)C(=S)NCCc2ccccc2)CC1	-12	12	0	-6	0	-3	-8	8	-0.1
CCc1c(C)c2ccc(O)c(CN3CCCC3)c2oc1=O	-9	-6	0	-1	-2	4	15	1	4.3
OCCCCNCc1ccc(OCc2ccccc2Cl)cc1	34	0	3	-7	4	-5	-23	6	0.9
Cc1c(CC(=O)O)c(=O)oc2cc(OCc3nn[nH]n3)ccc12	-8	-10	7	0	-2	2	13	-7	0.3
CN1CCN(S(=O)(=O)c2cccc(C(=O)Nc3sccc3C(N)=O)c2)CC1	3	5	1	10	-1	0	-11	-1	-0.1
Cc1ccccc1NC(=O)CNc1ccc(Cl)c(C(F)(F)F)c1	14	-21	0	42	4	28	5	2	0.0
COC(=O)[C@@H]1C[C@@]2(O)[C@@H](O)[C@@H](O)[C@@H](O)C[C@H]2N1CC(c1ccccc1)c1ccccc1	6	8	2	3	-5	7	-1	0	-1.8
COc1cccc(NC(=O)C(OC(=O)c2cnc(C)cn2)c2ccccc2)c1 (stereo unspecified)	8	-10	-2	17	0	14	5	6	2.2
CC1CCN(S(=O)(=O)c2ccc(C(=O)NCc3cccnc3)cc2)CC1	13	12	-1	-5	0	13	19	-5	2.0
COc1ccc(C)cc1S(=O)(=O)N(CC(=O)N1CCCC1)c1ccc(C)cc1	20	26	-5	13	6	8	14	1	2.4
CCCC(O)(c1ccc(CC)cc1)C(CN1CCOCC1)c1ccccc1 (stereo unspecified)	37	2	-4	43	-2	19	2	20	-1.3
COc1ccc(C(=O)Nc2ccccc2[N+](=O)[O-])cc1S(=O)(=O)N1CCOCC1	15	28	-2	24	17	15	-57	-24	-0.9
Cc1[nH]c(=O)[nH]c(=O)c1Cc1cccc2ccccc12	9	-5	0	9	-5	6	15	3	-0.4
COc1ccc(/C=N/N=C/c2ccc(OC)c(O)c2)cc1O	9	25	5	11	-2	1	-4	-2	3.5
CCOc1ccc(NC(=O)COc2cccc3c2CCN(Cc2cccnc2)C3=O)cc1	-23	13	-4	-16	0	-39	-2	-2	0.4
COc1ccc(C)cc1N(CC(=O)Nc1ccc(S(=O)(=O)N2CCOCC2)cc1)S(C)(=O)=O	4	-28	0	2	1	-1	-3	2	1.0
CC(O)CNCc1cccc2ccccc12 (stereo unspecified)	11	-2	1	6	-3	-10	-1	-5	-2.5
CC(C)CCNC(=O)c1c(CSc2ccc(Cl)cc2)noc1C(=O)NCc1ccccc1	-7	-1	2	-5	-2	18	12	0	-1.7
COc1ccc(C(=O)NCc2nnc(SCC(=O)c3ccccc3)n2C)cc1OC	8	12	1	15	2	1	0	8	1.6
CCc1nn(C(C)C(=O)NCCN2CCCCCC2)c(=O)c2cc3occc3n12 (stereo unspecified)	-6	-11	-3	7	-3	-1	6	-6	-2.2
CC1(C)Cc2c(sc3ncnc(NNC(=S)NCc4ccccc4)c23)CO1	23	54*	0	-6	0	7	-1	-13	-0.3
Cc1cc([N+](=O)[O-])cc(/C=N\NC(=O)C2COc3ccccc3O2)c1O (stereo unspecified)	14	52*	0	67*	-4	45*	16	16	-0.4
O=C(Cn1cc2c(n1)CCCC2)NCc1cccnc1	11	-27	0	9	-2	-4	5	0	-1.1
O=C(COc1ccc(S(=O)(=O)N2CCOCC2)cc1)NCCc1ccccc1	17	6	4	17	-3	6	4	-1	-0.5
CC1CCN(CC(O)COC2CC(C)CCC2C(C)C)CC1 (stereo unspecified)	3	11	-3	2	-3	13	7	-6	0.3
O=C(c1cccc([N+](=O)[O-])c1)N1CCN(c2ncccn2)CC1	17	-20	2	12	0	-3	-4	4	-2.4
Cc1ccc(N(C(=O)c2csnn2)C(C(=O)NCc2ccccc2)c2ccccn2)cc1 (stereo unspecified)	3	29	-2	11	-2	-14	-23	3	2.2
Nc1c(Cl)cc(-c2csc(N3CCCC3c3nc4cc(Cl)c(N5CCCCC5)cc4n3CCCO)n2)cc1Cl (stereo unspecified)	-40	85*	3	-7	1	-4	14	11	-1.0

High-throughput results deposited in PubChem BioAssay by Sanford-Burnham Center for Chemical Genomics.
